Bioassay records: PubChem BioAssay, Sanford-Burnham Center for Chemical Genomics
NOD1 NF-kB reporter – NOD1 signaling inhibitors, primary screen, cell-based, luminescence, uHTS (AID 1578). NOD1-driven NF-kB luciferase reporter cells, luminescence; higher % means a stronger effect. inhibition, % at 4 µM; hits with a dose series show EC50 in µM. actives 1% (n = 290,000); in the data active = inhibition mostly above about 36%, no sharp cut-off; inactive = mostly below about 34%;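 also: HEK-293T reporter cells stimulated with the NOD1 agonist gamma-tri-DAP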
PMI inhibitors – inhibitors of human PMI, primary screen, biochemical, fluorescence intensity, coupled assay (AID 1209). Mannose-6-phosphate isomerase (Homo sapiens). purified PMI enzyme, coupled fluorescence intensity; higher % means a stronger effect. inhibition, % at 20 µM; hits with a dose series show IC50 in µM. actives 0.42% (n = 190,000);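 also: plate controls were DMSO vehicle for no effect and wells lacking substrate for full effect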
TNAP activation fold – human TNAP enzyme activators, primary screen, biochemical, luminescent, no phosphate acceptor, uHTS (AID 1001); one-dose activation fold at 20 µM; EC50 in µM for titrated hits; actives 0.03% (n = 200,000); Alkaline phosphatase, tissue-nonspecific isozyme (Homo sapiens); purified TNAP, luminescent activation assay, no phosphate acceptor; higher activation fold means a stronger effect; in the data active = activation fold from about 3, or a potency from the dose series; inactive = the rest, 99 in 100 with activation fold below about 1.6; also: many of its hits are not listed in these tables
KOR beta-arrestin-1 – KOR agonists, beta-arrestin recruitment, primary screen, cell-based, luminescence, uHTS (AID 1777). Kappa-type opioid receptor (Homo sapiens). KOR beta-arrestin recruitment, luminescence; higher % means a stronger effect. one-dose activation, % at 10 µM; EC50 in µM for titrated hits. actives 0.02% (n = 280,000); in the data active = activation above about 50%, passing the limit was not always enough; also: a part of the inactive calls stands beside numbers as strong as those of hits
HEK293 NOD2/NF-kB – NOD2 signaling inhibitors, cell-based, luminescence, uHTS, HEK293 (AID 1566); inhibition, % at 4 µM, or EC50 in µM where a hit was titrated; HEK293 NOD2/NF-kB luciferase reporter, luminescence; higher % means a stronger effect; actives 0.63% (n = 290,000); also: many of its hits are not listed in these tables
LYP phosphatase – inhibitors of LYP phosphatase, biochemical, fluorescence intensity, uHTS (AID 1779). recombinant LYP phosphatase, fluorescence intensity; higher % means a stronger effect. inhibition, % at 11.5 µM; hits with a dose series show IC50 in µM. actives 0.054% (n = 290,000);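 also: plate controls were vehicle with enzyme for no effect and no enzyme for full effect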
XIAP antagonists – XIAP antagonists, biochemical, IAP family, fluorescence polarization (AID 1018); XIAP BIR domain, fluorescence polarization peptide displacement; higher % means a stronger effect; E3 ubiquitin-protein ligase XIAP (Homo sapiens); displacement, % at 20 µM, or IC50 in µM where a hit was titrated; actives 0.007% (n = 200,000); in the data active = displacement above about 50%; also: a part of the inactive calls stands beside numbers as strong as those of hits
KOR beta-arrestin-2 – KOR antagonists, beta-arrestin recruitment, cell-based, luminescence, uHTS (AID 1778); Kappa-type opioid receptor (Homo sapiens); KOR beta-arrestin recruitment, luminescence, antagonist mode; higher % means a stronger effect; inhibition, % at 10 µM; hits with a dose series show IC50 in µM; actives 0.091% (n = 290,000); also: strong numbers were not always called active
PMI inhibition – human PMI inhibitors, high substrate, primary screen, biochemical, fluorescence intensity, high mannose 6-phosphate (AID 1220); Mannose-6-phosphate isomerase (Homo sapiens); recombinant PMI enzyme, coupled fluorescence intensity; higher % means a stronger effect; one-dose inhibition, % at 20 µM; IC50 in µM for titrated hits; actives 0.66% (n = 190,000)
The depositor's hits bear a star; x = no result given; [ ] = dose if it differs, or a comment. Rule as the data show it, unless noted: active = inhibition above about 50%; inactive = the rest.

no.	NOD1 NF-kB reporter	PMI inhibitors	TNAP activation fold	KOR beta-arrestin-1	HEK293 NOD2/NF-kB	LYP phosphatase	XIAP antagonists	KOR beta-arrestin-2	PMI inhibition	canonical_smiles
1	47%	0%	1.1	0.2%	41%	3%	-1.7%	-44%	0%	COc1cccc(-c2nnc(NC(=O)c3ccc(S(=O)(=O)N4CC(C)OC(C)C4)cc3)o2)c1 (stereo not given)
2	-35%	4%	1	0.7%	-9%	-6%	-2.4%	6%	4%	CCOC(=O)C1(Cc2cccc(F)c2)CCN(C2CCOCC2)CC1
3	-18%	x	x	2.9%	-2%	-9%	x	-34%[20 µM]	x	CCN1CCN(CCC(=O)Nc2ccccc2)CC1
4	-24%	x	x	-0.5%	-6%	-5%	x	2%[20 µM]	x	CCOC(=O)c1ccccc1NC(=O)C1CCCO1 (stereo not given)
5	7%	10%	1.2	29%	-18%	-5%	-7.8%	24%	9%	CCCCC(=O)Nc1ccc(C(=O)Nc2ccc(S(=O)(=O)Nc3ccc(C)cc3)cc2)cc1
6	-10%	x	x	-4.0%	6%	-5%	x	-1%	x	CCN(C(=O)c1c(-c2ccccc2Cl)noc1C)C1CCCCC1
7	-30%	4%	1	-7.5%	5%	-1%	-2.8%	-19%	2%	CS(=O)(=O)N(CCc1ccccc1)CC(=O)N1CCN(c2ccc(F)cc2)CC1
8	-4%	-7%	1.1	1.3%	4%	-6%	-4.4%	-31%	-17%	CCCCSc1nc(C)c(CC(=O)OC)c(=O)[nH]1
9	x	2%	1.1	-4.4%	-72%	-4%	-1.2%	-2%	0%	CS(=O)(=O)c1cnc2c(-c3ccc(F)cc3)cnn2c1N
10	12%	2%	1.1	6.2%	-2%	-2%	-2.5%	-24%	3%	Cc1ccc(S(=O)(=O)N(C)C)cc1NC(=O)COC(=O)/C(=C/c1ccc(F)cc1)c1cccs1
11	-3%	9%	1	-1.8%	-5%	-3%	-8.0%	-16%	7%	COc1cccc(C2CC(c3ccccc3Cl)n3ncnc3N2)c1 (stereo not given)
12	-20%	-12%	1	-8.3%	10%	-6%	-7.8%	-24%	-2%	Cc1[nH]n(-c2ccccc2)c(=O)c1/C=N/c1nn[nH]n1
13	-11%	x	x	-3.6%	13%	-11%	x	-13%	x	O=C(Nc1cccc(OCC(=O)N2CCOCC2)c1)c1ccc(C(F)(F)F)cc1
14	-17%	x	x	-1.2%	8%	-2%	x	35%	x	CCc1ccccc1N(C(=O)CNC(=O)c1ccco1)C(C(=O)NC1CCCC1)c1cccnc1 (stereo not given)
15	-39%	12%	1.1	-6.0%	-64%	2%	-5.3%	20%	11%	c1ccc(-c2noc(C3CCCCC3)n2)nc1
16	-10%	x	x	-8.8%	-24%	-4%	x	x	x	CCCc1cc(=O)oc2cc(OCc3ccc(C(=O)O)cc3)ccc12
17	-25%	16%	1	-2.9%	-2%	3%	-4.3%	13%	13%	CCc1cccc(NC(=O)CCc2nc(-c3cccs3)no2)c1
18	-36%	x	x	-1.3%	-3%	-9%	x	19%	x	O=C(NCC1CCCO1)c1cccc(S(=O)(=O)N2CCOCC2)c1 (stereo not given)
19	-39%	3%	1	-9.1%	8%	-5%	-3.3%	-14%[20 µM]	4%	COc1cc(NC(=S)NC(=O)c2ccco2)ccc1NC(=O)C(C)C
20	-32%	-3%	1	x	3%	-3%	-5.1%	16%[20 µM]	-12%	CN(C)C(=N)c1n[nH]nc1SCc1ccc(Cl)c(Cl)c1
21	-18%	x	x	-3.0%	2%	-10%	x	-25%[20 µM]	x	COc1ccc(NC(=S)NC(=O)/C=C/c2ccccc2)cc1
22	-10%	9%	1.1	7.9%	0%	-7%	-4.2%	-57%	11%	CCOC(=O)/C=C1\NC(=O)C(C)S1 (stereo not given)
23	-7%	6%	1	x	5%	-11%	-5.1%	-4%	11%	CN(Cc1ccccc1)CC(O)COc1ccc(CNCCc2cccnc2)cc1 (stereo not given)
24	-24%	6%	1.1	2.4%	-24%	-2%	-6.7%	-9%	4%	COc1cc(C)c(Cl)c(C)c1S(=O)(=O)NCc1ccc2c(c1)OCO2
25	-4%	x	x	2.3%	9%	-10%	x	-24%	x	CCn1c(CNC(=O)c2cccc(C)c2)nnc1SCC(=O)N1CCOCC1
26	-19%	7%	1	-2.6%	-122%	-3%	0.8%	11%	2%	COc1cc(/C=N/O)ccc1OCc1ccc([N+](=O)[O-])cc1
27	-24%	-15%	0.9	6.2%	-4%	-1%	-3.2%	17%	6%	CC(Oc1cccc(Cl)c1)c1ccnc2nc(/N=C/N(C)C)nn12 (stereo not given)
28	5%	x	x	-0.7%	10%	-8%	x	6%	x	CC(=O)Nc1ccc(S(=O)(=O)Nc2nccc(C)n2)cc1
29	9%	8%	1.1	7.6%	-32%	-1%	-8.5%	3%	1%	COC(=O)NC(=S)Nc1ccc(Oc2ccc(Cl)cc2)c(Cl)c1
30	1%	x	x	3.5%	3%	-7%	x	-4%	x	CCN(CC)Cc1ccc(NC(=O)c2sc3cc(Cl)ccc3c2Cl)cc1
31	-46%	10%	1	4.0%	2%	2%	-4.4%	13%	10%	Cn1cc(/C=C/c2nc3ccccc3c(=O)n2-c2cccc([N+](=O)[O-])c2)c2ccccc21
32	-32%	x	x	0.5%	5%	-4%	x	9%	x	Cn1cc(C(=O)C(=O)N2CCc3ccccc32)c2ccccc21
33	-22%	4%	1.1	0.5%	12%	-2%	-9.2%	-33%	4%	CCOC(=O)Cn1cnc2c(nnn2-c2ccc(OC)cc2)c1=O
34	-11%	x	x	3.4%	17%	2%	x	-6%	x	O=C(Nc1nncs1)C12CC3CC(CC(Cl)(C3)C1)C2
35	-2%	x	x	0.5%	35%	4%	x	8%	x	COc1ccc(/C=N/Nc2nc3ccccc3[nH]2)c(OC)c1OC
36	38%	x	x	-1.6%	24%	-1%	x	-79%	x	CN(C)c1ccc(C(C(=O)NC2CCCCC2)N(Cc2ccco2)C(=O)c2snc(C(N)=O)c2N)cc1 (stereo not given)
37	-5%	19%	1.1	-2.3%	9%	-3%	-6.3%	0%	11%	CC(C)Cc1cc(C(=O)N2CCN(c3ccc(F)cc3)CC2)no1
38	-56%	15%	1.1	3.1%	-5%	4%	-2.1%	-6%[20 µM]	30%	COc1ccc(OC)c(NC2=C(Cl)C(=O)N(Cc3ccccc3)C2=O)c1
39	-6%	x	x	-0.2%	17%	-6%	x	4%	x	Cc1ccccc1N=C(NO)c1cccnc1
40	-29%	x	x	0.4%	-2%	-2%	x	-4%	x	CCOc1ccccc1NC(=O)CCNC(=O)Cn1ccc2ccccc2c1=O
41	-30%	-4%	1.1	x	4%	0%	-4.3%	-44%[20 µM]	-11%	C/C(=N\OC(=O)c1c(-c2ccccc2Cl)noc1C)c1ccncc1
42	-16%	-4%	1	-2.1%	1%	-1%	-5.1%	1%	-2%	CCCCCn1nc(C)c2c(C)cc(=O)[nH]c21
43	-4%	x	x	-2.2%	8%	-4%	x	16%	x	CCCCc1ccc(NC(=O)CN(C)CC(=O)Nc2ccccc2Cl)cc1
44	30%	x	x	-2.1%	25%	-6%	x	-24%	x	CSc1cccc(NC(=O)C2CCCN(c3ncnc4c3nc3n4CCCCC3)C2)c1 (stereo not given)
45	-8%	-1%	1.1	-3.7%	11%	-3%	-6.6%	24%	-4%	O=C(Nc1nc(N2C(=O)c3ccccc3C2=O)n(-c2ccccc2)n1)c1ccc(Cl)cc1
46	12%	-9%	1	-0.8%	4%	-9%	-1.2%	-20%	-1%	CC(C)(C)OC(=O)N1CCCC1C(=O)N1CCc2ccccc21 (stereo not given)
47	2%	-4%	1.1	-5.8%	0%	-5%	-3.5%	8%	-7%	O=C(COC(=O)c1cccnc1)Nc1ccccc1
48	16%	9%	0.2	-1.9%	16%	-6%	-5.0%	6%	12%	Fc1ccc(-c2[nH]ncc2-c2nnnn2-c2ccccc2)c(F)c1
49	7%	-1%	1.1	x	11%	1%	-4.3%	21%	-1%	COc1ccc(-c2nn(-c3ccccc3)cc2CO)cc1OC
50	-19%	14%	1	0.4%	-8%	-2%	-1.4%	-32%	14%	O=C(CN1CCN(Cc2ccc3c(c2)OCO3)CC1)N1CCc2[nH]c3ccc(F)cc3c2C1
51	-35%	4%	1.1	-0.6%	21%	-6%	-3.9%	16%	1%	O=C(Nc1ccc2c(c1)OCO2)c1ccc(S(=O)(=O)N2CCCC2)cc1
52	-28%	-6%	1.2	6.5%	9%	-2%	-2.1%	x	0%	CCOC(=O)/C=C1\SCC(=O)N1CC(=O)NC(C)c1ccccc1 (stereo not given)
53	-19%	x	x	-5.0%	14%	-4%	x	-6%	x	CC(=O)c1ccc(N2CCN(C(=O)CCC(=O)Nc3ccc4nc(N5CCN(C)CC5)cc(C)c4c3)CC2)cc1
54	-14%	6%	1.1	1.9%	-2%	0%	-1.3%	-18%	-4%	CCN(CC(=O)Nc1ccccc1OC)C(=O)C1CC2C=CC1C2 (stereo not given)
55	2%	-5%	0.9	-13%	3%	1%	-4.4%	13%	0%	O=C1OCCC1Sc1nc2ccccc2n1-c1ccccc1 (stereo not given)
56	-6%	x	x	-3.3%	3%	-12%	x	-60%[20 µM]	x	CC12OC1C1(O)CCCC1=CC2=O (stereo not given)
57	-28%	-45%	1	-1.5%	-41%	0%	-4.1%	12%	-48%	CCOC(=O)c1c(/N=C/N(C)C)sc(/C=N/Nc2ccccc2)c1-c1ccccc1
58	-16%	6%	1.3	1.5%	10%	-9%	-0.6%	-21%	-5%	CNC(=O)N(O)C1N(c2ccccc2)C(=S)SC1(C)C (stereo not given)
59	14%	-8%	1	-4.9%	21%	-10%	-2.9%	8%	1%	Cc1cc(C)n(CC(=O)N/N=C/c2ccco2)n1
60	-33%	-1%	1.1	-0.1%	-2%	0%	-3.3%	-22%	9%	Nc1nc2n(n1)C(=O)CC(c1ccccc1[N+](=O)[O-])N2 (stereo not given)
61	8%	9%	1	2.6%	-4%	2%	-4.1%	-26%	8%	CCc1cc2c(=O)[nH]cnc2s1
62	-3%	1%	1.1	-1.4%	3%	-8%	2.3%	0%	-3%	CCCCNC(=O)C1C2C=CC3(CN(Cc4ccccc4Cl)C(=O)C13)O2 (stereo not given)
63	-30%	-4%	1.1	-4.8%	-1%	-4%	-2.3%	-6%	-4%	O=C(Nc1ccc2oc(-c3ccncc3)nc2c1)c1ccccc1

A portion of the library (hit frequency here may not be typical).
